Fam108B counter – blocks mouse Fam108B hydrolase in RBBP9 counter-screen | recombinant Fam108B, FP-Rh probe fluorescence polarization | inhibition, % at 9.51 µM | actives 0.33% (n = 300,000);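 active = inhibition above the screen mean inhibition plus 3 SD, computed separately per campaign, cut at about 18% in these data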;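 also: inhibitors lower polarization as less probe binds the enzyme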
MEX-5 binding – C. elegans MEX-5 TCR-2 RNA binding activity; Q9XUB2; MEX-5/FITC-TCR2 RNA binding, fluorescence polarization; hits give low values; activity score (negative = inhibition of binding), % at 10 µM; actives 0.38% (n = 300,000); AID 1832;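 active = inhibition past about -25% in most replicates, and total fluorescence under double the plate's negative control median, limit read from the data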;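 also: 0% = DMSO and -100% = 5 µM competing unlabeled TCR2 RNA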
PME-1 primary – PME-1 (human) inhibition. recombinant PME-1, FP-Rh probe fluorescence polarization. actives 0.53% (n = 320,000). inhibition, % at 5.9 µM;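 active = inhibition above the campaign mean of all compounds plus 3 SD, cut at about 26% in these data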;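 also: competitive labeling of PME-1 active site by serine hydrolase directed probe; 0% = PME-1 with DMSO and 100% = wells lacking PME-1 enzyme; inhibitors block probe labeling so polarization falls and inhibition rises; many of its hits are not listed in these tables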
PAD4 inh – PAD4 (human) enzyme inhibition | Q9UM07 | recombinant PAD4, RCA probe fluorescence polarization | inhibition, % at 6.36 µM | actives 0.41% (n = 330,000) | AID 485272;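 active = percent inhibition above a cutoff equal to the mean of all tested compounds plus 3 SD, cut at about 15% in these data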;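 also: 0% = PAD4 with RCA probe and DMSO and 100% = probe without PAD4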
Target sequence (Q9UM07 whole entry, looked up): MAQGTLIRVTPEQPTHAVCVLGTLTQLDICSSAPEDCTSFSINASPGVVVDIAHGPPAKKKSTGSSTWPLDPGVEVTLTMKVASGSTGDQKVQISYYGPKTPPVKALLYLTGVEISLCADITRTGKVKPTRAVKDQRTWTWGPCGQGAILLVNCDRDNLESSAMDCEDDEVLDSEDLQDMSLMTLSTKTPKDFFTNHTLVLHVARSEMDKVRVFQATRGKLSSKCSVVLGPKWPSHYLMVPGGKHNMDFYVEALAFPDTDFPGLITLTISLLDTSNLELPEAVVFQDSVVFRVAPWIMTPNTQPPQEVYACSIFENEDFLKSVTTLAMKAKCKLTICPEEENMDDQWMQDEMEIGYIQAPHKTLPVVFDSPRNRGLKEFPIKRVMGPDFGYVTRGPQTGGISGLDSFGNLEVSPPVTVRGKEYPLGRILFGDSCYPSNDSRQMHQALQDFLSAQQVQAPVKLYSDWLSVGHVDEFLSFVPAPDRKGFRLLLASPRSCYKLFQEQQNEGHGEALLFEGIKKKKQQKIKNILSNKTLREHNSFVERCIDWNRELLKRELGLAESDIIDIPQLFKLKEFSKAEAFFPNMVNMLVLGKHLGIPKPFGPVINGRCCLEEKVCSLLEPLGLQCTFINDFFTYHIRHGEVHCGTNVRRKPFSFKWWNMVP
GSTO1 inh – counter-screen for RBBP9 inhibitors: inhibitors of human GSTO1; recombinant GSTO1, activity-based probe fluorescence polarization; P78417; actives 1.1% (n = 300,000); inhibition, % at 5.96 µM;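 active = inhibition above the campaign mean inhibition plus 3 SD, cut at about 35% in these data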;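 also: 0% = GSTO1-1 with DMSO and 100% = wells lacking GSTO1-1 enzyme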
GLD-1 TGE inh – GLD-1-TGE RNA interaction inhibition (C. elegans). AID 2280. Q17339. purified GLD-1 + fluorescein TGE RNA, fluorescence polarization. actives 0.44% (n = 320,000). inhibition, % at 5.96 µM;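 active = percent inhibition above a per-plate cutoff, the plate mean of test compounds plus 3 SD, cut at about 30% in these data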;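 also: 0% = DMSO wells with GLD-1 and probe and 100% = wells lacking GLD-1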
MCL1-BIM inh – inhibitors of human MCL1 binding to BIM-BH3 peptide. inhibition, % at 10.9 µM. Q07820. actives 0.68% (n = 320,000). AID 2057. GST-MCL1 / FITC-Bim-BH3 fluorescence polarization;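 active = inhibition above the mean inhibition of all tested compounds plus 3 SD, set per campaign, cut at about 40% in these data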;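 also: 0% = DMSO wells and 100% = unlabeled Bim-BH3 peptide control; higher means more loss of mP so more displacement of Bim peptide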
BCLXL inh – inhibitors of human Bcl-xL; GST-Bcl-xL / FITC-Bim BH3 peptide fluorescence polarization; inhibition, % at 10.9 µM; actives 0.7% (n = 320,000); Q07817;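 active = inhibition above the mean of all tested compounds plus 3 SD, cutoff set per campaign, cut at about 30% in these data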;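 also: 0% = DMSO wells and 100% = unlabeled Bim-BH3 peptide competitor; inhibitors lower millipolarization by displacing the labeled peptide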
Target sequence (Q07817 whole entry, looked up): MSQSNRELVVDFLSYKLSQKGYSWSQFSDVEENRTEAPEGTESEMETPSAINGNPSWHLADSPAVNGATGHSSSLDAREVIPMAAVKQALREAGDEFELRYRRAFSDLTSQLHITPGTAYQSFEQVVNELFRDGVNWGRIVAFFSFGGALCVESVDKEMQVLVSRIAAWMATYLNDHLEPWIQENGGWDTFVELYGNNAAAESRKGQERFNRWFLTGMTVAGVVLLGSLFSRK
TPT1 inhibitor – inhibitors of Candida albicans tRNA 2'-phosphotransferase TPT1; inhibition, % at 5 µM; AID 1962; actives 0.81% (n = 300,000); recombinant caTPT1, FP RNA substrate dephosphorylation;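 active = inhibition above the mean of all tested compounds plus 3 SD, set per screening campaign, cut at about 24% in these data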;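 also: plate controls were DMSO alone for no effect and ferristatin control at 100 nM for full effect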
Starred values were filed as active, the others as inactive; . = not tested or not shown.

structure	Fam108B counter	MEX-5 binding	PME-1 primary	PAD4 inh	GSTO1 inh	GLD-1 TGE inh	MCL1-BIM inh	BCLXL inh	TPT1 inhibitor
COc1ccc(S(=O)(=O)N2CCCC2CNC(=O)C(=O)Nc2cccc(F)c2)cc1 (stereo not drawn)	0.0	-1.2	3.1	-3.2	1.1	1.1	-3.4	4.6	-0.6
O=C(Cn1ccc(NC(=O)OCc2ccccc2)nc1=O)NCCCn1ccnc1	.	.	-4.4	-0.7	.	0.4	-4.8	-2.1	.
Cc1[nH]c2ccccc2c1CN1CCc2ccccc2C1	-3.6	0.6	-8.5	-2.4	2.1	-13.7	-13.0	-5.8	15.6
Nc1c(Cl)cc(-c2cn(CCC(=O)O)c(-c3ccc(Cl)nc3)n2)cc1Cl	2.0	.	-1.4	1.9	-3.5	11.3	8.0	9.8	0.3
COc1ccc(NC(=O)CSc2nc3n[nH]c(C)c3c(=N)n2-c2ccc(Cl)c(C)c2)cc1OC	-5.8	-0.5	-0.4	-0.9	7.8	10.9	4.8	4.0	1.4
C=CCSC1=N/C(=C\c2cc(OCC)c(OC(C)=O)c([N+](=O)[O-])c2)C(=O)S1	12.1	-2.1	64.4*	-0.1	21.2	2.1	11.5	9.8	0.4
Cc1ccc(C(=O)N/C(=C\c2ccc(-c3cc(Cl)ccc3Cl)o2)C(=O)NCc2cccnc2)cc1	-12.5	5.4	-6.3	-8.5	-30.6	-25.4	-21.7	-17.2	7.5
CC(=O)Cc1nsc(NC(=O)c2ccco2)n1	-3.8	1.2	0.1	-0.5	-7.2	4.7	7.3	4.0	1.7
COC(=O)c1ccc(NS(=O)(=O)c2cc(-c3cc(C)no3)ccc2OC)cc1	-3.1	-0.5	-4.0	-4.2	-14.2	-1.9	-0.9	-1.3	-0.3
Cc1ccc(NC(=O)CC2C(=O)OCC3CCCCN32)cc1Cl (stereo not drawn)	1.1	1.7	4.4	3.1	3.0	-1.6	9.7	4.6	-0.8
C[C@H](NC(=O)C1CCN(S(=O)(=O)c2ccccc2)CC1)C(=O)NCc1ccco1	1.9	-4.5	0.3	4.8	2.7	-0.1	0.8	1.6	0.3
O=C(Nc1ccc2c(c1)OCO2)C1CCCCN1S(=O)(=O)c1ccccc1 (stereo not drawn)	7.1	0.0	1.8	0.1	-1.4	0.1	-7.7	0.7	-0.4
COc1nc(C)cc(C)c1S(=O)(=O)c1ccc(Cl)cc1	-0.8	-1.6	5.5	-4.1	4.0	-1.0	-10.8	-4.3	-3.0
O=C(COc1cccc2c1CCN(Cc1ccccc1)C2=O)NCc1ccco1	-2.0	1.6	-2.2	1.1	-3.6	10.0	2.5	0.7	-0.8
Cc1sc2ncnc(SCC(=O)c3cccs3)c2c1C	-2.1	-4.1	-0.2	-0.3	-0.4	-6.0	3.0	3.8	-0.4
COc1cccc2cc(/C(C)=N/Nc3nc(-c4cc(C)ccc4C)cs3)c(=O)oc12	-0.1	1.8	5.6	-1.2	-7.2	1.6	8.8	4.3	0.3
CCOC(=O)C1CCCN(S(=O)(=O)c2cc3c4c(c2)CCN4C(=O)CC3)C1 (stereo not drawn)	2.2	0.6	2.8	4.4	10.1	10.0	3.2	1.5	0.8
COc1cccc(-c2nc(C=O)cs2)c1	1.8	-1.3	0.3	-5.9	1.5	-0.3	1.0	-0.9	-2.4
CCCSc1nnc(CNS(=O)(=O)c2ccc(C)cc2)n1C	-1.3	2.7	-6.0	3.1	2.0	-8.2	-5.3	-0.3	-4.1
CC(NC(=O)CCCc1nnc2n(C)c(=O)c3sccc3n12)c1ccccc1 (stereo not drawn)	-1.6	1.3	-4.1	2.8	-7.9	-4.0	1.8	5.0	-2.6
O=C(c1cc([N+](=O)[O-])cc([N+](=O)[O-])c1)N1CCCc2ccccc21	-1.4	1.5	-0.3	-2.5	4.6	6.5	0.8	4.7	1.9
COc1ccc(-c2coc3cc(O)ccc3c2=O)cc1OC	10.2	-2.6	-1.9	-3.4	-7.2	-1.3	-2.5	1.4	-3.2
Oc1ccc(C[C@@H]2CNC(=S)N2CCc2cc(C(F)(F)F)cc(C(F)(F)F)c2)cc1	4.0	-0.6	1.2	0.0	1.0	6.5	7.7	7.2	-3.6
COc1nc2ccccc2c(=O)n1OCC(C)C	-0.7	0.3	0.1	-4.0	-0.1	7.3	4.3	3.0	-3.3
O=C(O)c1[nH]c2ccccc2c1C(c1ccccc1)c1c(C(=O)O)[nH]c2ccccc12	6.4	-3.6	-4.2	0.2	37.6*	6.0	11.4	6.7	-0.4
Cn1c(SCC(=O)Nc2nccs2)nnc1-c1ccco1	0.7	-0.3	1.6	-1.1	3.4	-2.9	-0.3	7.0	-5.5
O=C(CCCCCNC(=O)c1ccccc1)N/N=C/c1ccc(F)cc1	-3.7	-1.1	-1.8	-3.4	10.7	8.2	-6.5	6.1	-3.1
O=C(O)c1cc(-c2ccco2)nc2ccccc12	4.2	-9.8	-0.6	-1.5	7.3	14.3	46.1*	33.6*	-3.5
Cc1cccc(C(=O)N2CCCC(CCC(=O)N3CCN(c4ccccn4)CC3)C2)c1C (stereo not drawn)	1.2	0.5	2.5	-4.8	-0.6	-2.3	2.0	3.7	0.9
COc1ccc(C(=O)NCc2nnc(SCC(=O)NCc3ccco3)o2)cc1	-0.5	2.1	-7.1	-4.5	-5.7	-3.1	-5.1	1.1	1.1
CN(C)C(C)(C)C#CCC(c1ccccc1)c1ccccc1	-6.5	-1.1	0.4	-2.5	1.6	0.3	7.5	2.7	0.2
CCN1CCN(Cc2nnc(-c3ccccc3)o2)CC1	0.4	1.5	0.7	0.9	0.2	-1.7	-3.9	0.2	1.3
CCn1c(SCc2nc3ccccc3c(=O)[nH]2)nnc1-c1ccncc1	3.8	1.1	-2.0	3.4	-3.9	12.5	4.5	2.5	-4.7
CO/N=C/c1cccn1-c1nccc(OC)c1C#N	4.8	-0.9	-7.6	-1.4	-1.2	4.5	7.5	4.0	1.4
CC(NCCC(c1ccccc1)c1ccccc1)c1ccccc1 (stereo not drawn)	0.2	-1.3	1.2	-1.6	3.1	5.7	-6.4	6.0	-0.3
O=C(O)c1cccc(-n2nnnc2SCc2ccccc2Cl)c1	0.2	-0.7	-5.8	-0.4	-0.6	6.9	-0.4	2.2	1.3
CC(OC(=O)Cn1cc(C(F)(F)F)ccc1=O)C(=O)NC(C)c1ccc(Cl)cc1Cl (stereo not drawn)	.	.	0.1	0.5	.	0.2	-8.2	-5.3	.
Cc1c(-n2cccc2C=O)cccc1[N+](=O)[O-]	-4.9	3.5	3.2	1.8	6.0	0.7	-10.0	-3.2	3.8
O=C(CN1C(=O)c2ccccc2C1=O)Nc1cccc2cccnc12	-0.5	-0.1	-0.9	1.7	6.0	3.0	1.1	8.0	-2.0
CS(=O)(=O)N(CC(=O)NC1CCCCC1)c1cccc(Cl)c1	0.6	-2.8	-6.5	2.2	-6.2	-6.1	-0.5	-2.8	-1.7
CCS(=O)(=O)N1CCN(C2CCC(C)CC2)CC1 (stereo not drawn)	-0.4	-2.9	3.4	1.7	-0.5	-0.1	4.9	3.6	-0.3
O=C(Nc1ccc(Cl)cc1)N1CCCN(Cc2ccc(F)cc2)C1	4.9	-0.3	-1.7	-2.6	-7.1	-0.4	-1.0	3.1	-0.8
CCOC(=O)c1cnc2ccc(C(=O)OC)cc2c1NCCc1ccc(OC)c(OC)c1	1.7	0.9	-2.8	4.7	1.2	2.5	-7.6	4.8	-2.6
O=C(CN1C(=O)CCC1=O)Nc1nc(-c2cccs2)cs1	-1.2	1.9	2.6	-6.2	-1.8	1.0	3.8	3.1	-3.0
C[C@@H]1NC(=O)N(CCCn2ccnc2)C1=O	0.3	2.5	-1.1	2.5	1.1	2.9	-2.5	2.8	-0.9
CC1CC(C)CN(S(=O)(=O)c2cccc3nonc23)C1 (stereo not drawn)	0.9	2.0	8.1	1.6	6.7	6.1	3.5	3.5	-2.3
Cc1ccc(N2CC(C(=O)Nc3nnc(SCc4cccnc4)s3)CC2=O)cc1 (stereo not drawn)	-2.2	-1.2	-3.7	2.0	1.8	6.7	-4.2	-1.9	-2.0
CCCCCCCCOc1ccc(C(=O)O)cc1	.	.	-5.2	-5.6	.	3.6	7.2	6.0	.
CC1CCc2nn(CC(=O)NCCC3=CCCCC3)cc2C1 (stereo not drawn)	-1.9	0.0	1.5	-0.5	0.2	7.5	-0.6	-0.5	0.2
O=S(=O)(NCc1ccc2c(c1)OCO2)c1cccc2cccnc12	0.6	0.3	8.3	-4.0	-0.2	0.5	-5.5	-0.1	-4.4
O=C(c1ccco1)N1CCN(C(=O)c2cnn3cccnc23)CC1	1.2	-1.9	1.2	-1.8	-7.4	3.2	4.0	2.3	0.7
Cc1cc(C)c(N)cc1C	.	.	8.5	0.5	.	0.8	3.0	2.9	.
Cc1ccc(NC(=O)CCn2c(=O)oc3ccccc32)cc1	-5.2	0.3	-2.5	-6.5	1.4	-4.9	3.3	3.7	-0.3
COC1=C(C)C(O)=C(C(=O)/C=C/c2ccccc2)C(=O)C1(C)C	0.3	0.8	3.8	1.7	8.7	8.1	5.9	4.2	-2.1
CC(C)(C)NC(=O)c1cccc(NC(=O)c2ccc3c(c2)C(=O)N(C(C)(C)C)C3=O)c1	-2.1	-0.3	-20.7	1.7	0.3	-4.9	-3.3	0.8	3.8
O=C(/C=C/c1cccc(Cl)c1)NCc1ccccc1	4.2	1.1	-4.0	1.5	-0.7	-9.9	-5.3	-3.7	-5.1
O=C(COC(=O)c1ccc2c(c1)OCO2)NC1CCS(=O)(=O)C1 (stereo not drawn)	5.0	-0.6	-3.0	0.5	10.2	-1.3	4.7	5.1	-2.7
O=C(CCSc1ccccc1)NC(=O)COC(=O)c1ccc(OC(F)F)cc1	6.2	0.4	2.2	2.2	5.5	-7.6	-9.4	-2.3	0.1
CCOC(=O)c1c(C)[nH]c(C(=O)CN2C(=O)NC3(CCCC3)C2=O)c1C	-5.2	0.4	1.1	0.4	-8.4	8.7	-0.1	-0.3	2.0
Cc1c(Cl)c([N+](=O)[O-])nn1Cc1ccc(C(=O)NN)o1	0.1	-0.1	-4.0	0.7	3.6	8.3	7.4	1.7	-4.6

Continuation.
structure	Fam108B counter	MEX-5 binding	PME-1 primary	PAD4 inh	GSTO1 inh	GLD-1 TGE inh	MCL1-BIM inh	BCLXL inh	TPT1 inhibitor
COc1cc(OC)cc(C(=O)NCC(=O)NCC(c2ccco2)N2CCCCC2)c1 (stereo not drawn)	.	.	-6.0	0.7	.	2.0	3.0	0.0	.
c1cn2c(NC3CCCC3)c(-c3ccc(N4CCOCC4)cc3)nc2cn1	1.7	0.5	-0.9	2.5	3.7	-0.7	1.4	3.3	0.5
COc1ccc(Br)cc1S(=O)(=O)N1CCOCC1	1.3	-0.6	-5.2	-2.2	12.4	-5.5	-3.3	0.6	1.1
COc1ccc2oc(=O)c(C(=O)Nc3cccc(C)c3)cc2c1	1.5	-0.9	1.2	0.6	-1.6	-2.3	0.6	0.0	1.1
Cc1cccc(NC(=S)NCCC(c2ccccc2)c2ccccc2)c1	-27.7	-0.1	-28.3	-0.5	-3.2	6.3	11.0	4.9	-0.9
CC(NC(=O)Cc1ccc(S(=O)(=O)N2CCOCC2)s1)c1ccc(Cl)cc1Cl (stereo not drawn)	-3.6	-0.9	6.2	-5.6	0.1	4.0	7.8	0.0	-0.9

Bioassay records (PubChem BioAssay)

Not all compounds are listed; rates above refer to the full screens.
